Lipid storage S3: qHTS Assay for Lipid Storage Modulators in Drosophila S3 Cells. Drosophila S3 cells, BODIPY lipid droplet fluorescence, 18-24 h; cells fed with added oleic acid. lipid storage change, negative = inhibition, % at the top dose, mostly 46.1 µM; hits show Potency in µM. AID 2685. 320,000 compounds, 0.64% hits; active means well fitted inhibition curve with a large enough effect in the signal ratio, with a control signal flat, not every such curve was filed as active; inconclusive means small, poorly fitted or top-dose-only effect, or effect the other way, or a change in a side signal; the % refers to the signal ratio
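Drosophila S3 cells loaded with oleic acid (400 uM, as added) and compounds at several concentrations; lipid droplets imaged by 488-nm laser-scanning cytometry, 500–530 nm intensity and object ratio to cell channel. Percent activity normalized to 20 uM Triacsin C.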
Lipid storage S3 cell count max: further read-out of Lipid storage S3, marked with its call; cell number change, %; measured here: cell count max response;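 cells counted by Cell Tracker Red CMTPX staining in the red channel; peak over a dose series mostly up to 46.1 µM; percent activity relative to internal control wells on each plate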
The depositor's hits bear a star; i = inactive; u = inconclusive; x = not tested or not shown. On the % scale 0 is the no-effect control and ±100 the full control effect; potency means the concentration at half of the fitted maximal effect.

SMILES	Lipid storage S3	Lipid storage S3 cell count max
COC(=O)c1ccc(OC)c(CSc2nnc(COc3cccc(C)c3)o2)c1	u	x
CCc1cc(=O)oc2cc(C)c3c(C)coc3c12	u	x
O=[N+]([O-])c1cc(Cl)ccc1NCCNS(=O)(=O)c1ccccc1	u	x
CC(=O)Nc1ccc(OC(=O)c2ccco2)cc1	-10%	-3
Cn1c(CNC(=O)CCNC(=O)c2cccc(F)c2)cc(=O)n(C)c1=O	u	x
CC(C)Cn1c(=S)[nH]c2cc(C(=O)NCc3ccccc3F)ccc2c1=O	u	x
Cc1nc2ncnn2c(C)c1CCC(=O)N1CCN(Cc2ccccc2)CC1	u	x
CCN(CC)CCNC(=O)C(=O)NCC1OCCN1S(=O)(=O)c1ccc2c(c1)OCCO2 (stereo not given)	u	x
Cc1csc(NC(=O)CSc2nnc(-c3ccccc3)o2)n1	u	x
Cc1ccc(S(=O)(=O)N2CCCC2C(=O)OCC(=O)Nc2ccc3c(c2)OCO3)cc1 (stereo not given)	9%	0
Cc1ccc(CS(=O)Cc2ccc(C(=O)NCc3ccccc3Cl)o2)cc1 (stereo not given)	6%	x
CC(C)c1nnc(SCC(=O)N2CCOCC2)n1C	0%	4
COc1ccccc1NC(=O)CCN1CCCCCC1	-1%	-2
CCN(CC)CCn1c(NC(=O)c2ccccc2O)nc2ccccc21	u	x
CCCN1CN(Cc2ccco2)c2nc3ccccc3n2C1	u	x
COc1cccc2sc(=NC(=O)CS(=O)(=O)c3ccc(Cl)cc3)n(C)c12	u	x
CC1CC(=O)c2cnc(Nc3cccc(C(F)(F)F)c3)nc2C1 (stereo not given)	u	x
COc1ccc(C(=O)NNC2=CC(=O)CC(C)(C)C2)cc1	16%	12
O=C(COC(=O)c1ccc([N+](=O)[O-])cc1Cl)NCc1ccco1	u	x
O=C(CSc1nnnn1-c1cccnc1)Nc1cccc(Cl)c1	i	13
O=C1CCCC2=C1C(c1ccc3c(c1)OCO3)c1c([nH]n(-c3ccccc3)c1=O)N2 (stereo not given)	12%	-1
Cc1cc(C)c(C)c(OCCCCN2CCCCC2)c1	-21%	-6
O=C(NC1CCCCC1)c1ccc(Cn2cc(Cl)cn2)cc1	u	x
Cc1ccc(C)c(NC(=O)CSc2nnc(-c3n[nH]c4ccccc34)o2)c1	u	x
O=C(Nc1ccon1)c1csc2c1CCCC2	i	0

Later entries
SMILES	Lipid storage S3	Lipid storage S3 cell count max
Cc1ccc(OCCNC(=O)c2ccccc2F)cc1	u	x
O=C(CCN1C(=O)NC2(CCCC2)C1=O)Nc1ccc(-c2nc3ccccc3s2)cc1	-23%	7
COc1ccc(C2SCC(=O)N2c2ccc(C)cc2)cc1 (stereo not given)	5%	19
COC(=O)c1sc(N)c(C(=O)OC)c1COC(=O)c1c(C)noc1C	u	x
CCc1nnc(NC(=O)c2cccc(S(=O)(=O)N3CC(c4ccccc4)CC3=O)c2)s1 (stereo not given)	u	x
Cc1ccccc1CSCCNC(=O)c1ccccc1	u	x
COc1cccc(NC(=O)CCCn2c(=O)[nH]c3ccccc3c2=O)c1	5%	-4
COc1ccc(/C(O)=C2/C(=O)C(=O)N(c3ncccn3)C2c2ccc(OC)cc2)cc1 (stereo not given)	u	x
CN1CCC(=NNC(=O)C(=O)Nc2ccccc2F)CC1	2%	15
CN1C(=O)C(C)(C)c2cc(S(=O)(=O)N3CCCC(C(=O)NCc4ccc(Cl)cc4)C3)ccc21 (stereo not given)	u	x
Cc1nc2sccn2c(=O)c1S(=O)(=O)Nc1ccc(N2CCN(S(C)(=O)=O)CC2)cc1	-2%	12
COc1ccc(-c2nnc3sc(C4CCCCC4)nn23)cc1OC	u	x
COCCn1c(SCC(=O)OC(C)C)nnc1-c1ccccc1	u	x
O=C(CCN1C(=O)/C(=C/c2ccccc2Cl)SC1=S)N1CCOCC1	u	x
O=C(Nc1ccc2oc(-c3ccncc3)nc2c1)c1ccccc1F	14%	1
c1ccc(-c2ccnc3ncnn23)nc1	10%	26
CCCC1=C(C(=O)OCC)C(c2ccc(NC(C)=O)cc2)NC(=O)N1 (stereo not given)	u	x
CN(C)S(=O)(=O)c1ccc(Nc2ccc(-c3ccc4c(c3)OCCO4)nn2)cc1	9%	x
COc1cc2c(cc1OC)CN(C(=O)/C=C/c1ccccc1[N+](=O)[O-])CC2	u	x
COc1ccc(C(=O)CN2CCN(c3ccc(F)cc3)CC2)cc1OC	-17%	x
COCCNc1nnc(Cc2ccc(OC)c(OC)c2)c(=O)[nH]1	u	x
COc1ccc(CC(=O)Nc2c3c(nn2C(C)(C)C)CS(=O)(=O)C3)cc1	21%	16
CCC1(CC)NC(=O)N(CC(=O)OCC(=O)Nc2cc(OC)ccc2OC)C1=O	i	-5
N#CC1=C(N)C2=CCCC[C@H]2[C@H](c2ccccc2)C1(C#N)C#N	u	x
O=C(CN(c1ccc(F)cc1)S(=O)(=O)c1ccc2c(c1)OCCO2)NCc1ccncc1	u	x

New compounds follow:
SMILES	Lipid storage S3	Lipid storage S3 cell count max
O=C(NCC1CCCCC1)c1cccc(-c2ccc(O)cc2)c1	u	x
CCC(C)NC(=O)N[C@@H](CCSC)C(=O)O (stereo not given in full)	u	x
Cc1cc2c3c([nH]c2cc1S(=O)(=O)NCc1ccc(CN2CCCCCC2)o1)CCCC3=O	u	x
Cc1ccc(/C=C2\SC(=S)N(CC(=O)Nc3ncc(Cc4ccccc4Cl)s3)C2=O)cc1	5%	2
CN1CCC(N(C)C(=S)Nc2ccc(SC(F)F)cc2)CC1	1%	-3
Cc1ccc(CCNS(=O)(=O)c2cc(Br)cnc2N)cc1	u	x
COC(=O)c1ccc(S(=O)(=O)c2ccc(Cl)cc2)c(N)c1	0%	0
O=C1C2C3C=CC(C4CC34)C2C(=O)N1c1cc(Cl)ccn1 (stereo not given)	u	x
O=C1CCCN1CCC1CCN(C2CC(=O)N(c3ccc(F)cc3)C2=O)CC1 (stereo not given)	u	x
CCc1nnc(NC(=O)c2ccc(COc3ccccc3Cl)o2)s1	u	x
COC(=O)c1cnn(-c2ccccc2)c1/C=N/NC(=S)Nc1ccc(Cl)cc1	u	x
Cc1ccc(S(=O)(=O)CCC(=O)OCC(=O)N2CCc3ccccc32)cc1	-13%	-18
CCN(CC)CCN(C)Cc1ccc(Br)cc1	i	-5
O=C(NN=C1CCN(Cc2ccccc2)CC1)c1ccccc1	1%	-1
CCC(ONc1ccccc1C(F)(F)F)(C(=O)NN(C)C)c1ccccc1 (stereo not given)	u	x
O=C(Nc1ccn(Cc2c(F)c(F)cc(F)c2F)n1)c1cccc(Cn2cc([N+](=O)[O-])cn2)c1	u	x
O=C(NC1CCCC1)C(c1ccncc1)N(C(=O)Cc1cccs1)c1ccccc1 (stereo not given)	u	x
O=C(COC(=O)C1COc2ccccc2O1)NC(=O)Nc1ccc2c(c1)OCCO2 (stereo not given)	-3%	-5
CCC(C)NC(=O)CCc1c(C)nc2nc(-c3cc(OC)cc(OC)c3)nn2c1C (stereo not given)	u	x
O=C(NS(=O)(=O)Oc1ccc(F)cc1F)OC[C@@H]1CCCN2CCCCC12 (stereo not given in full)	u	x
COc1ccc(S(=O)(=O)NCc2ccccn2)cc1OC	10%	25
COc1cccc(NC(=S)N2CCCC2)c1	-3%	5
Cc1cc(C)c(NC(=O)CS(=O)CC(=O)N2CCN(c3ccc(F)cc3)CC2)c(C)c1 (stereo not given)	-1%	17
Cc1ccc(-c2nc3c(=O)n(C)c4ccccc4c3o2)cc1	i	-9
Cc1ccc(Nc2nc(NCCCN3CCOCC3)nc(N)c2[N+](=O)[O-])cc1C	-9%	-21

Complete entries, quoted from the list.
`COC(=O)c1ccc(S(=O)(=O)c2ccc(Cl)cc2)c(N)c1` reads Lipid storage S3 = 0%; Lipid storage S3 cell count max = 0
`Cc1ccc(-c2nc3c(=O)n(C)c4ccccc4c3o2)cc1` reads Lipid storage S3 = i; Lipid storage S3 cell count max = -9
`Cc1ccc(S(=O)(=O)CCC(=O)OCC(=O)N2CCc3ccccc32)cc1` reads Lipid storage S3 = -13%; Lipid storage S3 cell count max = -18

Part of the list above in order of heavy-atom count, falling:
SMILES	Lipid storage S3	Lipid storage S3 cell count max
O=C(Nc1ccn(Cc2c(F)c(F)cc(F)c2F)n1)c1cccc(Cn2cc([N+](=O)[O-])cn2)c1	u	x
CCC(C)NC(=O)CCc1c(C)nc2nc(-c3cc(OC)cc(OC)c3)nn2c1C (stereo not given)	u	x
Cc1ccc(Nc2nc(NCCCN3CCOCC3)nc(N)c2[N+](=O)[O-])cc1C	-9%	-21
Cc1ccc(S(=O)(=O)CCC(=O)OCC(=O)N2CCc3ccccc32)cc1	-13%	-18
O=C(NN=C1CCN(Cc2ccccc2)CC1)c1ccccc1	1%	-1
COC(=O)c1ccc(S(=O)(=O)c2ccc(Cl)cc2)c(N)c1	0%	0

(next part)
SMILES	Lipid storage S3	Lipid storage S3 cell count max
CC(CCc1ccccc1)NC(=O)CNc1cccc([N+](=O)[O-])c1 (stereo not given)	i	-18
CCNS(=O)(=O)c1cc(Br)ccc1OC	u	x
O=C(NC1CCS(=O)(=O)C1)N1CCCCC1 (stereo not given)	u	x
O=S(=O)(Cc1ccccc1)c1ccccc1-c1nnc(-c2ccccc2)o1	u	x
CCOc1cc2c(cc1OCC)C(C(=O)O)C(c1cc(OC)c(OC)c(OC)c1)N(C)C2=O (stereo not given)	i	11
CCCCOc1ccccc1Cn1c(=O)oc2ccccc21	-24%	-20
COc1ccc(NC(=O)Cn2nc(C)c([N+](=O)[O-])c2C)cn1	0%	-3
O=C(NCCO)c1cc2c([nH]c3ccccc32)c(-c2ccccc2)n1	0%	-12
O=C(COc1ccccc1)Nc1cccc(-c2cn3cccnc3n2)c1	-23%	26
Cc1ccc(Nc2nnc(SCC(=O)Nc3cccnc3Cl)s2)cc1C	15%	12
CC(=O)N(c1ccc2oc(=O)sc2c1)S(=O)(=O)c1ccc(C)cc1	i	11
CC(C)N1CCN(Cc2ccncc2)CC1CCO (stereo not given)	-7%	-10
CCc1ccc(N(C(=O)c2snc(C(N)=O)c2N)C(C(=O)NCC2CCCO2)c2ccco2)cc1 (stereo not given)	u	x
O=C(CSc1ccc(-c2ccccc2)nn1)NC1CCCCC1	2%	-1
O=c1[nH]c(CN2CCOCC2)nc2scc(-c3ccccc3)c12	-7%	2
COc1ccc(N2CC(C(=O)OCC(=O)Nc3cc(C)on3)CC2=O)cc1 (stereo not given)	u	x
O=C(c1ccccc1)c1nn(-c2ccc(Cl)cc2)cc1C(=O)c1cc2ccccc2oc1=O	u	x
Cc1ccc(CN(Cc2ccco2)C(=S)Nc2ccccc2C)cc1	u	x
Cc1ccc2c(c1)N(CC(=O)NCCCN1CCOCC1)C(=O)c1cccnc1O2	16%	-3
Cc1ccc(C(=O)N/C(=C\c2cccs2)C(=O)N2CCOCC2)cc1C	u	x
O=C(/C=C/c1ccco1)N(c1ccccn1)c1ccccn1	u	x
O=C(OC1CCCCC1=O)c1cc(Cl)ccc1[N+](=O)[O-] (stereo not given)	u	x
CC1(C)CC(=O)C(C=Nc2ccc3[nH]ncc3c2)=C(O)C1	i	x
COC(=O)CCCC1=CC2=CC(=O)C(C)(OC(=O)c3cccs3)C(=O)C2=CN1CC1CC1 (stereo not given)	7%	12
COc1cccc(/C(C)=N/Nc2ccc(S(=O)(=O)N3CCCCC3)cn2)c1	u	x

The closing 6 records of the section before come first, to join the parts.
SMILES	Lipid storage S3	Lipid storage S3 cell count max
Cc1ccc(C(=O)N/C(=C\c2cccs2)C(=O)N2CCOCC2)cc1C	u	x
O=C(/C=C/c1ccco1)N(c1ccccn1)c1ccccn1	u	x
O=C(OC1CCCCC1=O)c1cc(Cl)ccc1[N+](=O)[O-] (stereo not given)	u	x
CC1(C)CC(=O)C(C=Nc2ccc3[nH]ncc3c2)=C(O)C1	i	x
COC(=O)CCCC1=CC2=CC(=O)C(C)(OC(=O)c3cccs3)C(=O)C2=CN1CC1CC1 (stereo not given)	7%	12
COc1cccc(/C(C)=N/Nc2ccc(S(=O)(=O)N3CCCCC3)cn2)c1	u	x
Cc1csc(SCC(=O)NC(=O)NCCC(C)C)n1	u	x
C/C=C/C(=O)Nc1cccc(C2=NOC3(C2)C[C@H](C(N)=O)N(C(=O)c2ccccc2C(=O)c2ccccc2)C3)c1 (stereo not given in full)	-6%	1
CC1(C)C(=O)Nc2ccccc2N1C(=O)COC(=O)CCSc1ccccc1	i	9
CN(C)CCCN(C(=O)c1ccco1)c1nc2cc3c(cc2s1)OCO3	2%	-2
CC(C)(C)NC(=O)C(OC(=O)c1cccs1)c1ccccc1 (stereo not given)	-10%	2
CC(=O)C1C(c2ccc(Cl)cc2)c2c(noc2C)CC1(C)O (stereo not given)	u	x
CCN1C/C(=C/c2ccc(N3CCOCC3)cc2)C(=O)/C(=C/c2ccc(N3CCOCC3)cc2)C1	u	x
O=C(NCC1CCCO1)c1nc2c(nnn2Cc2ccc(F)cc2)c(=O)[nH]1 (stereo not given)	15%	10
OCCC1CN(CCCc2ccccc2)CCN1CCc1ccccc1 (stereo not given)	u	x
C=CCNC(=S)NC1CC(C)(C)NC(C)(C)C1	u	x
Cc1cccc(-n2c(O)c(C=Nc3ccccc3)c3ccccc3c2=O)n1	-2%	x
Cn1ccnc1C1CCCCN1C(=O)c1cc(COc2ccc(F)cc2F)on1 (stereo not given)	u	x
O=C(CS(=O)(=O)c1ccc(Cl)cc1)Nc1nnc(-c2cccs2)o1	u	x
COC(=O)c1ccc(S(=O)(=O)N(Cc2ccccc2)Cc2ccccc2)n1C	14%	-2
COc1ccc(S(=O)(=O)NCc2cc(=O)n(C)c(=O)n2C)cc1F	u	x
Nc1nc(SCC(=O)Nc2ccc([N+](=O)[O-])cc2)[nH]c(=O)c1NC(=O)c1ccc(Br)o1	-4%	34

An excerpt; rates above refer to the full screens.
